High-throughput results as filed in PubChem BioAssay.
Mcl1 Bid PPI: Mcl-1/Bid binding inhibitors, primary screen, biochemical, TR-FRET, 1536-well. inhibition, % at 21.7 µM. TR-FRET Mcl-1/Bid-Dy647 peptide binding. actives 0.97% (n = 220,000). Induced myeloid leukemia cell differentiation protein Mcl-1 (Homo sapiens), Q07820;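 active means compounds that cut the binding signal by more than half at the single screening dose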;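 further: His-tagged Mcl-1 with europium anti-His antibody binding Bid BH3 peptide; 0% = Mcl-1 plus peptide wells and 100% = peptide-only wells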
Bim-Bcl-XL: inhibitors of Bim-Bcl-XL binding, primary screen, biochemical, multiplexed, bead flow cytometry, human Bcl-XL. Bim peptide-Bcl-XL binding, fluorescence. actives 0.04% (n = 190,000). AID 1007, 2008. Bcl-2-like protein 1 (Homo sapiens), Q07817. inhibition, % at 10 µM
Bim-Bfl-1: inhibitors of Bim binding to Bfl-1, primary screen, biochemical, multiplexed, bead-based flow cytometry. Bim-Bfl-1 binding inhibition. AID 1008, 2008. actives 0.12% (n = 190,000). inhibition, % at 10 µM;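 further: 0% = wells without compound plus tracer and 100% = blocker peptide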
Mcl1-Noxa inh: Mcl-1/Noxa binding inhibitors, primary screen, biochemical, TR-FRET, 1536-well. AID 1022, 2008. inhibition, % at 21.7 µM. actives 1.5% (n = 220,000). TR-FRET Mcl-1/Noxa peptide binding, 2 h;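 active means compounds that cut the protein-peptide binding signal by more than 50% relative to plate controls in a single-dose test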;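 further: His-tagged Mcl-1 with rhodamine Noxa BH3 peptide and terbium anti-His antibody; 0% = Mcl-1 plus Noxa peptide wells and 100% = peptide-only wells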
Bim-Bcl-2: inhibitors of Bim-Bcl-2 binding, primary screen, biochemical, multiplexed, human Bcl-2 family; Apoptosis regulator Bcl-2 (Homo sapiens), P10415; Bead-based flow cytometry, Bim peptide-Bcl-2 binding; inhibition, % at 10 µM; actives 0.06% (n = 190,000); in the data active means inhibition above about 40%; inconclusive means no clear call, values can overlap the other calls;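 further: 0% = no compound wells with probe peptide and 100% = reference peptide inhibitor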
Target sequence (P10415 whole entry, looked up): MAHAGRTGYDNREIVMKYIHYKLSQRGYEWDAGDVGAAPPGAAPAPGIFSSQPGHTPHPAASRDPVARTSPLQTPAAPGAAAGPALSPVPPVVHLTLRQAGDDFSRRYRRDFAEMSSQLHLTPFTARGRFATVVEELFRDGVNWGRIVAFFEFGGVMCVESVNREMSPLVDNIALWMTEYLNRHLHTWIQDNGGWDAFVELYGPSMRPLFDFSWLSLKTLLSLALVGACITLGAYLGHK
RGS7-Gao: RGS7-Galphao binding modulators, primary screen, biochemical, multiplexed bead flow cytometry; actives 0.35% (n = 220,000); binding response (% of control), % at 10 µM; Guanine nucleotide-binding protein G(o) subunit alpha (Homo sapiens), P09471; actives lie on both sides; in the data active means binding response below about 49% or above about 150%; inconclusive means no clear call, values can overlap the other calls; inactive means in between;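 further: fluorescent Galphao held in activated GDP-AlF4 state binding bead-coupled RGS7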
Target sequence (P09471 whole entry, looked up): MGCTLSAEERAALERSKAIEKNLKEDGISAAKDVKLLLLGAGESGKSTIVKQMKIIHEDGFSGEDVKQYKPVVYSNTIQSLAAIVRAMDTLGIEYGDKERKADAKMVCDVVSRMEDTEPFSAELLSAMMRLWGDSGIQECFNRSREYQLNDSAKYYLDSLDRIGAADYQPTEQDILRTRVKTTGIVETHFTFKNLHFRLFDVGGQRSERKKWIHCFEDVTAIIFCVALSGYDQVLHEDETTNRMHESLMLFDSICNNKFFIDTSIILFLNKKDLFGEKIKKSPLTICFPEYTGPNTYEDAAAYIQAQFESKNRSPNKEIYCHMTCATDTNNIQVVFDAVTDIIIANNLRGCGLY
Bim-Bcl-W: inhibitors of Bim binding to Bcl-W, primary screen, biochemical, multiplexed, bead-based flow cytometry; actives 0.02% (n = 190,000); inhibition, % at 10 µM; Bim peptide-Bcl-W binding; Bcl-2-like protein 2 (Homo sapiens), Q92843;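 further: 0% = bound tracer without compound and 100% = peptide blocker; higher means less fluorescent Bim peptide bound to Bcl-W beads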
Target sequence (Q92843 whole entry, looked up): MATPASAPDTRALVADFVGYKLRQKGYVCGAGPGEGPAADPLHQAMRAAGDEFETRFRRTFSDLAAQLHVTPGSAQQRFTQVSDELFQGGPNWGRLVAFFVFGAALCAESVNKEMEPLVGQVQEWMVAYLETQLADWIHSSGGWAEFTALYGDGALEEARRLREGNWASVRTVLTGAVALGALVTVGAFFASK
RGS4-Gao reg: modulators of RGS4 binding to Galphao, primary screen, biochemical, multiplexed bead flow cytometry | Guanine nucleotide-binding protein G(o) subunit alpha (Homo sapiens), P09471 | actives lie on both sides | binding response (% of control), % at 10 µM | actives 0.33% (n = 220,000); in the data active means binding response below about 49% or above about 150%; inactive means in between;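 further: fluorescent Galphao activated with aluminum fluoride binding bead-coupled RGS4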
RGS8-Gao: RGS8-Galphao binding modulators, primary screen, biochemical, multiplexed bead flow cytometry; Guanine nucleotide-binding protein G(o) subunit alpha (Homo sapiens), P09471; actives lie on both sides; response (percent of control binding), % at 10 µM; actives 0.34% (n = 220,000); AID 1423, 2008; in the data active means response below about 60% or above about 140%; inactive means in between;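 further: Galphao activated as the GDP aluminium fluoride complex binding bead-coupled RGS8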
Mcl-1 Bim block: inhibitors of Bim peptide binding to Mcl-1, primary screen, biochemical, bead-based flow cytometry, multiplex; inhibition, % at 10 µM; actives 0.1% (n = 190,000); Bim peptide-Mcl-1 binding; Induced myeloid leukemia cell differentiation protein Mcl-1 (Homo sapiens), Q07820;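 further: 0% = no compound tracer wells and 100% = peptide blocker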
Bcl-B Bim block: inhibitors of Bim-Bcl-B binding, primary screen, biochemical, multiplexed, human Bcl-2 family; inhibition, % at 10 µM; AID 951, 2007; bead-based flow cytometry, Bim peptide-Bcl-B binding; actives 0.073% (n = 190,000); Bcl-2-like protein 10 (Homo sapiens), Q9HD36;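 further: 0% = tracer peptide without compound and 100% = reference inhibitor peptide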
Target sequence (Q9HD36 whole entry, looked up): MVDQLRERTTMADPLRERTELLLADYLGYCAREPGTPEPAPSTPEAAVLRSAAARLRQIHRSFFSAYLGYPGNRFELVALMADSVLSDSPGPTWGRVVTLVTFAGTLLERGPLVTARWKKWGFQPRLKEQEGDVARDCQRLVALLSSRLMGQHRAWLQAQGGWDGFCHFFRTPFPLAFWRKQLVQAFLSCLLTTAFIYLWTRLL
* hit, by the source's call; ? = inconclusive; · = no result given. Unless noted, no stated cut-off is given here; in the data, active means inhibition above about 40%.

SMILES	Mcl1 Bid PPI	Bim-Bcl-XL	Bim-Bfl-1	Mcl1-Noxa inh	Bim-Bcl-2	RGS7-Gao	Bim-Bcl-W	RGS4-Gao reg	RGS8-Gao	Mcl-1 Bim block	Bcl-B Bim block
Cc1cccc(C)c1NC1=NCCCS1	-3	-5	-10	20	-3	106	0	105	101	4	-4
COP(=O)(CC(=O)O)c1ccccc1 (stereo not given)	-15	51*	-3	0	26	97	36	93	95	95*	95*
Cc1cc(OC(=O)c2ccco2)c2c3c(c(=O)oc2c1)CCCC3	-9	-15	-13	15	-8	97	2	99	102	-1	-4
O=[N+]([O-])c1ccc(N2CCNCC2)cc1NC1CC1	-3	-2	-1	6	-2	80	0	85	101	1	-2
COc1ccc(OC)c(CN2CCCC(C(=O)c3sccc3C)C2)c1 (stereo not given)	-20	·	·	-3	·	?	·	102	102	·	·
Nc1ccccc1C(=O)OCCOc1ccccc1	3	-2	-2	6	0	96	0	98	98	0	0
CC(C)n1nnnc1CN1CCN(C)CC1	-14	-6	-4	-19	-3	98	-3	102	99	-2	0
CCOCCN1CCC(OC(C)=O)C(C)C1 (stereo not given)	-1	-1	-4	19	-3	103	-3	97	100	-1	-1
CCOC(=O)c1c(/N=C/C2C(=O)NC(=S)NC2=O)sc2c1CCC2	35	0	-2	-21	-3	104	2	103	105	0	-25
CCC[N+]12CCC(CC1)C(=C(c1ccccc1)c1ccccc1)C2	-7	-6	-17	3	-3	102	-4	99	101	-1	-9
O=C(N/N=C/c1c(O)n(Cc2ccccc2)c(=O)[nH]c1=O)c1ccncc1	-96	·	·	-46	·	?	·	91	93	·	·
Cc1ccc(/C=C2\C(=O)NC(=O)N(CCc3ccc(F)cc3)C2=O)o1	-14	-7	-15	16	-8	95	-6	97	98	-3	-6
O=C1NC(=O)C2(C(=O)N1)C(c1ccc(F)cc1)NC(=S)NC2c1ccc(F)cc1 (stereo not given)	-14	10	-10	8	-6	103	0	101	103	-3	-13
COc1cccc(C(=O)C2CCCN(Cc3ccc4nsnc4c3)C2)c1 (stereo not given)	-59	-1	-4	2	-4	26*	1	72	48*	-1	-3
CCCCC1(CN2CCCC2=O)C(=O)NC(=O)NC1=O	-1	-1	7	-9	3	96	-1	96	98	-1	-2
CC(=O)N(C1=NCCCS1)c1ccc(Cl)cc1	-27	-3	-3	9	0	102	-2	102	103	-2	-2
Cc1cccc2c1N(N=O)CCC2	-15	-6	-14	13	-7	99	-4	103	101	-4	-7
CCCCn1c(O)c(C(CC)=Nc2ccc(OCC)cc2)c(=O)[nH]c1=O	9	-1	-13	5	-11	96	-2	100	98	1	-11
COc1ccc(C(c2c(O)c3ccccc3oc2=O)c2c(C)n(C)n(-c3ccccc3)c2=O)cc1 (stereo not given)	-6	-4	-1	13	-1	94	-3	96	100	-3	-3
Cc1ccc(/C=C2/C(=O)NC(=O)N(Cc3ccc(F)cc3)C2=O)o1	-28	·	·	1	·	?	·	99	93	·	·
C/C(=N\NC(=O)c1ccncc1)c1c(O)n(-c2ccccc2)c(=O)[nH]c1=O	1	·	·	18	·	?	·	101	103	·	·
CCn1cc(C(=O)N2CCCCC2)c2ccccc21	-26	-1	-4	0	0	?	1	93	97	1	-2
O=C(N/N=C/c1c(O)n(CCc2ccc(F)cc2)c(=O)[nH]c1=O)c1ccccc1	-54	·	·	-118	·	?	·	93	98	·	·
O=C(c1cc2nc(-c3ccccc3)cc(-c3ccccc3)n2n1)N1CCC2(CC1)OCCO2	13	0	0	-14	-3	97	-2	96	99	-2	1
CC(=O)N1CCC2(CC1)CC(=O)c1cc(OCC(=O)N3CCN(C)CC3)ccc1O2	3	-1	-1	28	-2	92	0	93	99	-2	-2
O=C(c1ccc(Cl)cc1)C12CN3CN(CN(C3)C1)C2	6	-8	-10	7	-7	102	0	101	100	1	-5
N=C1c2ccccc2CN1c1ccc(F)c([N+](=O)[O-])c1	-1	·	·	8	·	?	·	104	101	·	·
COc1ccc(CC(=O)N2CCN(C)CC2)cc1	-15	-1	-2	4	-7	104	-2	103	111	-2	-2
CN1CCN(CC(=O)Nc2ccc(Cl)cc2C(=O)c2ccccc2)CC1	24	0	0	23	-2	102	-1	98	104	0	0
CCCCn1c(O)c(C(C)=NCc2ccco2)c(=O)[nH]c1=O	-4	·	·	-89	·	?	·	99	99	·	·
C=C(COC(C)=O)CC1CC(O)[C@]2(C)OC3CC4OC5C[C@]6(C)O[C@]7(C)CCC8OC9C[C@]%10(C)OC%11C(C)=CC(=O)OC%11CC%10OC9C[C@@H](C)C8OC7CC6O[C@]5(C)C/C=C\C4OC3CC2O1 (stereo not given in full)	-13	·	·	-10	·	?	·	102	102	·	·
COc1cccc(NC(=O)N2CCC3(CC2)OCCO3)c1	1	0	7	10	2	93	6	94	94	4	2
O=C(CSC1c2ccccc2-c2ccccc21)N/N=C/c1ccc(C(=O)O)cc1	-9	-3	-3	9	-5	97	-5	99	99	0	-5
Cc1cc(N2CCCCC2)ccc1C=C1C(=O)N(C)C(=S)N(C)C1=O	-12	0	14	68*	10	101	0	100	102	-4	5
O=C(COc1ccc(Cl)cc1)N1CCN(C/C=C/c2ccccc2)CC1	8	-4	-16	-8	-5	101	0	101	100	0	-6
Cc1cccc(CS(=O)(=O)Cc2ccc(C(=O)N3CCC4(CC3)OCCO4)o2)c1	1	-1	-10	0	-3	96	2	96	96	2	-6
O=C(O)CC1OCC=C2CN3CCC45c6ccccc6NC4C1C2CC35 (stereo not given)	-109	·	·	-1	·	?	·	98	97	·	·
COc1ccc(-n2c(=O)[nH]c3ccccc3c2=O)cc1	2	-3	0	15	0	103	2	101	103	1	-2
CCOc1ccc(-n2c(O)c(C=NCCN(CC)CC)c(=O)[nH]c2=O)cc1	-20	-7	-15	3	-17	101	-1	105	103	-3	-12
Cc1c(C=O)c2ccccc2n1Cc1ccc([N+](=O)[O-])cc1	8	-7	-4	-4	-1	94	-6	104	103	-3	-8

14 entries from above, arranged by length of the SMILES, largest number first:
SMILES	Mcl1 Bid PPI	Bim-Bcl-XL	Bim-Bfl-1	Mcl1-Noxa inh	Bim-Bcl-2	RGS7-Gao	Bim-Bcl-W	RGS4-Gao reg	RGS8-Gao	Mcl-1 Bim block	Bcl-B Bim block
O=C(c1cc2nc(-c3ccccc3)cc(-c3ccccc3)n2n1)N1CCC2(CC1)OCCO2	13	0	0	-14	-3	97	-2	96	99	-2	1
O=C1NC(=O)C2(C(=O)N1)C(c1ccc(F)cc1)NC(=S)NC2c1ccc(F)cc1 (stereo not given)	-14	10	-10	8	-6	103	0	101	103	-3	-13
CC(=O)N1CCC2(CC1)CC(=O)c1cc(OCC(=O)N3CCN(C)CC3)ccc1O2	3	-1	-1	28	-2	92	0	93	99	-2	-2
O=C(N/N=C/c1c(O)n(Cc2ccccc2)c(=O)[nH]c1=O)c1ccncc1	-96	·	·	-46	·	?	·	91	93	·	·
CCOC(=O)c1c(/N=C/C2C(=O)NC(=S)NC2=O)sc2c1CCC2	35	0	-2	-21	-3	104	2	103	105	0	-25
O=C(COc1ccc(Cl)cc1)N1CCN(C/C=C/c2ccccc2)CC1	8	-4	-16	-8	-5	101	0	101	100	0	-6
Cc1cc(OC(=O)c2ccco2)c2c3c(c(=O)oc2c1)CCCC3	-9	-15	-13	15	-8	97	2	99	102	-1	-4
N=C1c2ccccc2CN1c1ccc(F)c([N+](=O)[O-])c1	-1	·	·	8	·	?	·	104	101	·	·
O=C(c1ccc(Cl)cc1)C12CN3CN(CN(C3)C1)C2	6	-8	-10	7	-7	102	0	101	100	1	-5
COc1ccc(-n2c(=O)[nH]c3ccccc3c2=O)cc1	2	-3	0	15	0	103	2	101	103	1	-2
CCCCC1(CN2CCCC2=O)C(=O)NC(=O)NC1=O	-1	-1	7	-9	3	96	-1	96	98	-1	-2
CCn1cc(C(=O)N2CCCCC2)c2ccccc21	-26	-1	-4	0	0	?	1	93	97	1	-2
COP(=O)(CC(=O)O)c1ccccc1 (stereo not given)	-15	51*	-3	0	26	97	36	93	95	95*	95*
Cc1cccc2c1N(N=O)CCC2	-15	-6	-14	13	-7	99	-4	103	101	-4	-7

(more compounds)
SMILES	Mcl1 Bid PPI	Bim-Bcl-XL	Bim-Bfl-1	Mcl1-Noxa inh	Bim-Bcl-2	RGS7-Gao	Bim-Bcl-W	RGS4-Gao reg	RGS8-Gao	Mcl-1 Bim block	Bcl-B Bim block
COc1ccc(Cn2c(O)c(C=NCCCn3ccnc3)c(=O)[nH]c2=O)cc1	-24	-8	-24	7	-14	101	-3	100	99	-3	-10
CC(C)c1cccc(C(C)C)c1OCCn1ccnc1	11	-1	-9	18	-3	98	0	99	101	0	-4
CCOC(=O)C(NC(=O)C(Cc1ccc(N(CCCl)CCCl)cc1)NC(C)=O)C(C)C (stereo not given)	-39	-2	-3	1	0	98	-2	100	104	0	-2
CC(C)COP(=O)(OCC(C)C)C(O)c1cccnc1 (stereo not given)	-11	-9	-14	-7	-7	100	-3	103	99	-3	-8
O=P1(NC2CCCC2)COc2ccccc2OC1	6	0	-2	12	-2	86	0	86	99	-2	-2
O=c1[nH]c(=O)n(Cc2ccccc2Cl)c(O)c1C=Nc1ccc(F)cc1	2	-1	-5	14	-4	99	-4	111	100	2	0
Cc1ncc([N+](=O)[O-])n1CCOC(N)=O	17	·	·	8	·	?	·	96	97	·	·
C[C@H]1CC[C@@]2(C)[C@@H](CC[C@@H]3[C@@H]2CC[C@]2(C)[C@@H](O)CC[C@@H]32)C1	6	·	·	-30	·	?	·	100	99	·	·
O=C(CCc1nc(-c2ccccc2F)no1)N1CCC2(CC1)OCCO2	-4	-8	-16	10	-6	100	1	102	103	-3	-6
CC(C)NC(C)C(=O)c1ccc2ccccc2c1 (stereo not given)	1	-3	0	-14	-2	103	-4	108	105	-3	-6
OC(Cc1ccccc1)(c1ccccc1)C1CN2CCC1CC2 (stereo not given)	-17	-5	-15	-3	-7	98	-2	102	100	-2	-10
CC(C)=CCc1c(O)cc2c(c1O)C(=O)CC(c1ccc(O)cc1)O2 (stereo not given)	-72	·	·	30	·	?	·	99	101	·	·
O=C(Nc1cccc(Cl)c1)OC1CN2CCC1CC2 (stereo not given)	22	·	·	-2	·	?	·	96	99	·	·

Not all compounds are listed. The share of hits here may be higher or lower than overall.
